p53ts 39C kill: cytotoxicity in p53ts cells at nonpermissive temperature. H1299-p53A138V viability at 39C, ATP luminescence, 24 h. Potency, µM (highest dose often 46.1 µM), for inactives: top-dose activity change, negative = cell killing, usual class: cytotoxic. 130,000 tested, 1.5% active. AID 902; note: nearly all actives have a fitted effect of over 55% in size
p53ts 32C tox: kills p53ts cells at the permissive temperature; H1299-p53A138V at 32C, ATP luminescence viability, 24 h; Potency, µM (doses to about 46.1 µM), without a hit: at the top dose activity change, negative = cytotoxicity, usual class: cytotoxic; 130,000 tested, 0.93% active; AID 924;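 note: 0% = DMSO and -100% = full killing by reference compound; nearly all actives have a fitted effect of over 55% in size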
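Cells: H1299 p53ts (A138V), 600/well, pre-incubated 16–30 h at 37C. Cpd up to 46 uM, 24 h, 32C. Readout: ATPlite luminescence, 20 min RT. Normalization: DMSO vs tamoxifen 100 uM. AC50 by Hill equation.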
IkB signaling: suppresses IkB signaling in ABC-DLBCL reporter cells; ABC-DLBCL IkBa-CBG/CBR dual luciferase ratio, 4 h; response scale: scaled: untreated 0%, proteasome inhibitor 100%; Potency, µM (titrated, usually from 57.1 µM), for inactives: at the highest dose IkBa stabilization activation; 110,000 tested, 0.04% active; AID 445; active = well fitted curve in the direction sought with a large enough effect in the signal ratio, not every such curve was filed as active; inconclusive = small, poorly fitted or top-dose-only effect, or a change in a side signal; the % refers to the signal ratio;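 note: the direction sought is a rising ratio; 0% = basal untreated cells and 100% = reference inhibitor full response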
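Curves were fitted separately to fusion (green), unfused (red) and ratio luminescence, then classed by r2, magnitude and activity. Cells: OCI-Ly3, 4 h compound plus doxycycline at 37C; 10 uM MG-132 defined full response.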
Imprint erasure: induces erasure of genomic imprints in mouse ES cells. mouse ES Peg3-LacZ reporter, beta-gal luminescence, 40 h. 110,000 tested, 0.02% active. Potency, µM (doses to about 60.7 µM), inactives show top-dose activity change, positive = activation, hits mostly activators. AID 1948;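 note: 0% = negative control wells on the plate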
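Imprint erasure is scored as LacZ activity from the silenced maternal Peg3 allele in feeder-free female ES cells cultured 40 h with LIF. Luminescence is normalized to in-plate negative controls and fitted to the Hill equation.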
* marks the source's active call; other numbers are inactive results; ? = inconclusive; nt = no result given; & = joins results of further samples; [ ] = remark or other dose. Unless noted, calls come from the whole dose curve; as a rule, active = well fitted curve in the direction sought with a large enough effect; inconclusive = small, poorly fitted or top-dose-only effect, or another doubt; inactive = no such curve, though single readings can be large; an effect the other way counts as inactive or inconclusive. Unless noted, % is set by controls: 0 for no effect and ±100 for the full control effect; potency is the fitted concentration of half-maximal effect. No enrichment for hits. About 1.8% of those tested had a hit in this group.

smiles | p53ts 39C kill | p53ts 32C tox | IkB signaling | Imprint erasure
Cc1ccc(OCC(=O)Nc2cccc(OCc3cc(=O)n4cccc(C)c4n3)c2)cc1C | -13% | 3% | 13% | ?
COc1ccc(Nc2c(-c3cc(Br)ccc3O)nc3ncccn23)cc1OC | -15% | 8% | ? | -3%[10.9 µM]
CC1(C)C(c2ccccc2)=[N+]([O-])C2(CCCCC2=O)N1O (stereo not drawn) | 22% | -4% | nt | nt
CCCCOC(=O)n1ccc(C(=O)Nc2ccccc2OC)n1 | -14% | 1% | 0.7% | -10%
Cc1cc(C)cc(OCC(=O)NCCN2CCOCC2)c1 | -2% | -8% | -0.7% | -5%
Cc1cc(NC(=O)CSc2nc(C3CCCCC3)nc3ccccc23)no1 | -14% | -2% | ? | -5%
Cc1ccc(NC(=O)COC(=O)Cn2c(C)csc2=O)cc1 | -2% | 7% | -1.5% | 9%
CCOc1ccc(N(CC)C(=O)c2cc3c(s2)-c2ccc(Cl)cc2SC3)cc1 | 20µM* | -11% | 2.2% | -4%[10.9 µM]
COc1ccc(CNC(=O)C2CC(=O)N(c3ccc(OCC(=O)N4CCCCC4)cc3)C2)cc1 (stereo not drawn) | 23% | -1% | -0.3% | -1%
CCOc1ccc(C2c3[nH]c4ccccc4c3CCN2C(=O)Cc2cccc(OCC)c2OCC)cc1 (stereo not drawn) | -8% | 5% | 2.2% | -8%[10.9 µM]
CCCCNC(=O)c1nn(-c2ccc(C)cc2)c(=O)n(C)c1=O | -8% | 5% | 2.3% | -8%[10.9 µM]
O=C(Nc1ccccc1C(=O)NCc1ccco1)NC1CCCCC1 | -12% | -12% | 2.1% | -6%
CCc1ccc(OCCCC(=O)O)c(Br)c1 | -6% | -4% | -2.5% | -14%
CCSc1nnc(NC(=O)CN(C)S(=O)(=O)c2ccc(F)cc2)s1 | -8% | 1% | 1.1% | -1%
CC(C)(C)C(=O)CC(=O)Nc1ccc(Cl)c(N)c1 | -9% | -10% | 2.5% | -16%
CCOC(=O)C(NC(=O)c1cccnc1)(Nc1cccc(C)n1)C(F)(F)F (stereo not drawn) | 15% | 5% | 2.3% | -8%
O=C(CN1CCN(Cc2ccccc2Cl)C1=O)NCc1ccccc1Cl | ? | 7% | 1.9% | -10%[10.9 µM]
Cc1cc(C)c2c(=O)c3c(oc2c1)C(=O)N(CCCOC(C)C)C3c1ccccc1F (stereo not drawn) | -5% | -1% | -1.3% | -9%[10.9 µM]
O=C(NCCN1C(=O)CSC1=O)c1ccccc1 | 1% | -8% | 0.9% | -3%
CC[C@@H]1OC(=O)[C@H](C)[C@H](O[C@@H]2C[C@](C)(OC)[C@H](O)[C@H](C)O2)[C@H](C)[C@H](O[C@@H]2O[C@@H](C)C[C@@H](N(C)C)[C@@H]2O)[C@](C)(O)C[C@H](C)C(=O)[C@H](C)[C@H](O)[C@]1(C)O | 4%[20.6 µM] | 12%[20.6 µM] | 0.3%[25.6 µM] | -3%[16.8 µM]
Cc1cc(NC(=O)CSc2nc3sc4c(c3c(=O)n2C)CCCC4)no1 | 10% | 7% | 0.6% | -1%
c1ccc(-c2nnc(Cn3c4ccccc4c4nc5ccccc5nc43)o2)cc1 | 9% | 6% | -5.1% | 11%
CC(=Nc1ccccc1)Nc1ccccc1 | -1% | -4% | -5.1% | -13%
Cc1cc2ccccc2c(=O)n1CC(=O)Nc1ccc2c(c1)OCO2 | 2% | 6% | -0.2% | -9%
COC(=O)[C@H](Cc1ccccc1)NC(=O)N1CC(C)OC(C)C1 (stereo partly drawn) | 10% | 2% | -2.0% | 3%
COc1ccccc1C(=O)N1CCN(c2cccc(C(F)(F)F)c2)CC1 | -7% | 1% | 0.8% | -20%
O=C(NCC1(c2ccccc2)CCCC1)C(=O)NCC1(c2ccccc2)CCCC1 | 17% | 4% | nt | nt
Cc1cccc(-c2noc(CCc3ccccc3)n2)c1 | -2% | -7% | 11% | -12%
Cc1cc(-c2ccccc2C(=O)NCc2ccccc2)on1 | 7% | 3% | 2.0% | 9%
CC(=O)[C@@H](C)CCO[C@@]1(C)OCC[C@@H]1C | -21%[9.22 µM] | -6%[9.22 µM] | -1.0%[11.4 µM] | -8%[10.9 µM]
CCc1cccc(C)c1NC(=O)CCS(=O)(=O)c1ccc2c(c1)oc(=O)n2C | -3% | 7% | 0.9% | -11%[10.9 µM]
CCNC(=O)CC1SC(=Nc2ccccc2C)N(C)C1=O (stereo not drawn) | 0% | 5% | 0.3% | 10%
CCN(CC)C(=O)Oc1ccc2c(=O)c(-c3ccc(OC)cc3)coc2c1 | -18% | -13% | 0.8% | -19%
CCN(C(=O)c1coc(=O)c2ccccc12)c1cc(OC)ccc1OC | -11% | 0% | 0.3% | 15%
Cc1cc(C)n(CC(=O)n2c(C)c(C)c3ccccc32)n1 | -2% | -5% | nt | nt
COc1ccccc1CNc1ncnc2c1cnn2-c1ccc(C)cc1 | ? | -9% | 3.3% | -5%[10.9 µM]
COc1ccc(S(=O)(=O)NCc2ccc3c(c2)CCN3C(=O)c2ccccc2)cc1OC | -4% | 5% | 0.0% | 7%[10.9 µM]
CCCc1cc(-c2[nH]ncc2-c2ccc3c(c2)OCCCO3)c(O)cc1O | 19% | 16% | ? | -16%
Cc1n[nH]c(=O)nc1NCc1ccccc1Cl | 7% | -6% | 0.7% | 8%
CCC(=O)NCCc1cc2cc(C)c(C)cc2[nH]c1=O | -3% | -3% | -1.8% | -2%
O=C(N/N=C/c1c(O)n(-c2ccccc2Cl)c(=O)c2ccccc12)C1COc2ccccc2O1 (stereo not drawn) | ? | -12% | nt | nt
Cc1cc(=O)oc2cc(NC(=O)C3COc4ccccc4O3)ccc12 (stereo not drawn) | -16% | -27% | -1.8% | -22%
CC(=O)N1CCCc2cc(S(=O)(=O)N3CCCC(C(=O)Nc4cccc(Cl)c4C)C3)ccc21 (stereo not drawn) | ? | -1% | ? | ?
COc1ccc(NC(=O)C2CCCCN2S(=O)(=O)c2ccc(F)cc2)cc1 (stereo not drawn) | 6% | 4% | 4.8% | -15%
Cc1ccc2[nH]c(=O)c(CN(Cc3cccs3)Cc3nnnn3CC3CCCO3)cc2c1 (stereo not drawn) | -15% | -12% | 10% | nt
Cc1nnc(SCCn2c(N3CCC(C)CC3)nc3c2c(=O)n(C)c(=O)n3C)s1 | 14% | 11% | -0.3% | -4%
CCn1cc(C(=O)OCC(=O)Nc2cc(Cl)ccc2OC)c(=O)c2ccc(C)nc21 | 28% | 11% | -2.2% | 20%[10.9 µM]
CCC(c1nnc(SCC(=O)NCCc2ccc(Cl)cc2Cl)o1)N(C)C (stereo not drawn) | -6% | 4% | 0.5% | 0%

Results in p53ts 32C tox (5 entries from above):
| Structure | p53ts 32C tox |
| --- | --- |
| Cc1n[nH]c(=O)nc1NCc1ccccc1Cl | -6% |
| CCC(=O)NCCc1cc2cc(C)c(C)cc2[nH]c1=O | -3% |
| O=C(N/N=C/c1c(O)n(-c2ccccc2Cl)c(=O)c2ccccc12)C1COc2ccccc2O1 (stereo not drawn) | -12% |
| Cc1cc(=O)oc2cc(NC(=O)C3COc4ccccc4O3)ccc12 (stereo not drawn) | -27% |
| CC(=O)N1CCCc2cc(S(=O)(=O)N3CCCC(C(=O)Nc4cccc(Cl)c4C)C3)ccc21 (stereo not drawn) | -1% |

(continued)
smiles | p53ts 39C kill | p53ts 32C tox | IkB signaling | Imprint erasure
O=C(CCC1N=C2c3ccccc3N=C(SCC(=O)Nc3ccccc3F)N2C1=O)NCc1ccccc1 (stereo not drawn) | -9% | 4% | ? | -9%[10.9 µM]
CCOc1ccc(OCC)c(NC(=O)CSc2nnnn2CC)c1 | 10% | 0% | nt | nt
CCOC(=O)CC(=O)Nc1nnc(C(C)C)s1 | 1% | 2% | 2.5% | -4%
COc1cc(OC)cc(-c2cc3nc(C)c(CCC(=O)Nc4ccc(C(C)=O)cc4)c(C)n3n2)c1 | -12% | 6% | ? | -12%[10.9 µM]
O=C(COC(=O)c1cc(-c2ccco2)nc2ccccc12)NCc1ccc2c(c1)OCO2 | -22% | 0% | ? | -3%
Oc1cccc(Nc2nc(NCC3CCCO3)c3ccccc3n2)c1 (stereo not drawn) | -3% | -3% | ? | -13%
CN(C)CCNC(=O)c1ccc(Cn2c(=O)c3cccn3c3cccnc32)cc1 | -7% | 8% | -1.0% | -15%[10.9 µM]
Nn1c(SCc2nc3ccccc3[nH]2)nnc1-c1cccnc1 | 20% | -1% | 3.8% | -6%
COc1ccc(Br)cc1S(=O)(=O)Nc1cc(-c2cn3ccccc3n2)ccc1C | -27% | -1% | 0.5% | -6%[10.9 µM]
CCOC(=O)c1ccccc1NC(=O)CN1CCC(n2nnc3cc(F)ccc32)CC1 | -15% | 4% | 0.3% | -8%
CCCCn1c2nc3ccccc3nc2c2c(=O)n(CCC)cnc21 | 0% | -5% | 3.5% | -5%
O=C(CCCn1c(=O)c2cccn2c2ccc(F)cc21)NCCc1ccccc1 | -10% | 6% | 0.0% | -15%[10.9 µM]
COc1ccc(CNC(=O)c2cnn(-c3ccc(C)cc3)c2-n2cccc2)cc1OC | -1% | 12% | 1.6% | -19%[10.9 µM]
O=C(NC1CCCCC1NC(=O)c1cccs1)c1cccs1 (stereo not drawn) | 9% | -6% | 0.7% | -3%
COc1cc2[nH]c(=O)n(CCC(=O)N3CCN(c4cccc(C)c4C)CC3)c(=O)c2cc1OC | 0% | 6% | -0.7% | 4%
CN(C)C(=O)Cn1c(SCC(=O)Nc2ccc3c(c2)OCO3)nc2ccccc21 | 1% | 7% | nt | nt
Cc1c(C(=O)N2CCCC2)oc2c1-c1nn(CC(=O)NCCCOC(C)C)cc1CC2 | 2% | 4% | ? | 17%[10.9 µM]
CCOc1ccc(Nc2c(S(=O)(=O)c3ccc(C)cc3)cnc3ccccc23)cc1 | -8% | 22% | ? | 12%[10.9 µM]
Cc1nc(-c2ccccc2)nc2[nH]c(C(C)C)cc(=O)c12 | 8% | 3% | 0.0% | -8%
CCCCN(CC)C(=O)c1c[nH]c2ccc(S(=O)(=O)Nc3cccc(OC)c3)cc2c1=O | 19% | 4% | 1.5% | 3%[10.9 µM]
CCSCc1nnc(SCC(=O)Nc2cccc(SC)c2)n1C | 3% | -6% | -3.9% | -2%
CN(C)Cc1ccccc1-c1cncnc1Nc1ccncc1 | -7% | 9% | -0.1%[11.4 µM] | ?
CCCS(=O)(=O)Nc1cc2c(cc1NCc1ccccc1)n(C)c(=O)n2C | -21% | -10% | ? | -11%[10.9 µM]
O=C(Oc1ccccc1)N1CCC[C@@]2(CCN(c3ccncc3)C2)C1 | -3% | -12% | 2.8%[11.4 µM] | nt
Cc1nn(-c2ccccc2)c2c1cc1c(=O)[nH]c(=O)nc-1n2-c1cccc(Cl)c1 | -6% | -3% | -2.5% | 18%[10.9 µM]
CC1(C)CC(=O)c2cnc(N3CCN(c4ccccc4)CC3)nc2C1 | 4% | 6% | -1.1% | -6%
CCOc1ccc(N2C(=O)CSC23CCCCC3)cc1 | -4% | 17% | 3.9% | nt
COCCCNC(=O)CSC1=Nc2ccccc2C2=NC(CCC(=O)NCc3ccccc3OC)C(=O)N12 (stereo not drawn) | 14% | 7% | -1.2% | -5%[10.9 µM]
N#CC1=C(N)N(c2ccc(Oc3ccccc3)cc2)C(=O)C1 | -6% | -2% | 2.4% | -3%
O=C(CSc1nnc(Cc2cccs2)n1C1CCCCC1)N1CCCc2ccccc21 | -14% | 10% | ? | -18%
COc1ccc(NC(=O)CSc2nnc(N)s2)cc1 | -1%&-12% | -8%&-2% | -0.9% | -4%[10.9 µM]
Cc1onc(-c2ccccc2)c1C(=O)n1nnc2ccccc21 | 9% | 5% | 5.3% | -12%
CCOC(=O)c1c(NC(=O)CSc2nc(-c3ccccc3)cc(C(F)(F)F)n2)sc(C)c1C | 0% | 3% | 0.9% | -9%[10.9 µM]
C=C(C)Cn1c(SCCCO)nc2c1c(=O)[nH]c(=O)n2C | 1% | -1% | -2.1% | 2%

Screening results deposited in PubChem BioAssay by National Center for Advancing Translational Sciences (NCATS).
